# PGC1a acetyl inh: inhibitors of PGC1a acetylation signal, primary screen, cell-based, U2OS, AlphaScreen, inhibitor mode; AlphaScreen anti-acetyl-lysine; with virally co-expressed GCN5 acetyltransferase; inhibition, % at 15.6 µM; 350,000 compounds, 0.17% hits; AID 651687, 2012;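 active = every replicate shows inhibition of at least 40%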;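 also: 0% = neutral control wells and 100% = positive control wells; some results beyond the cut were filed as inactive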
# ERAP1 HTS inh: human ERAP1 aminopeptidase inhibitors, primary screen, biochemical, single point, plate reader | 340,000 compounds, 0.15% hits | recombinant ERAP1, Leu-AMC fluorescence, 60 min | inhibition, % at 10.7 µM | AID 652197, 2013 | Endoplasmic reticulum aminopeptidase 1 (Homo sapiens), Q9NZ08;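 active = mean replicate inhibition of at least 30%, or all replicates individually reaching that 30% level; inactive = mean below 30% and not every replicate reaching it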;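 also: 0% = neutral control wells and 100% = L-leucinethiol positive control wells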
# Target sequence (Q9NZ08 whole entry, looked up): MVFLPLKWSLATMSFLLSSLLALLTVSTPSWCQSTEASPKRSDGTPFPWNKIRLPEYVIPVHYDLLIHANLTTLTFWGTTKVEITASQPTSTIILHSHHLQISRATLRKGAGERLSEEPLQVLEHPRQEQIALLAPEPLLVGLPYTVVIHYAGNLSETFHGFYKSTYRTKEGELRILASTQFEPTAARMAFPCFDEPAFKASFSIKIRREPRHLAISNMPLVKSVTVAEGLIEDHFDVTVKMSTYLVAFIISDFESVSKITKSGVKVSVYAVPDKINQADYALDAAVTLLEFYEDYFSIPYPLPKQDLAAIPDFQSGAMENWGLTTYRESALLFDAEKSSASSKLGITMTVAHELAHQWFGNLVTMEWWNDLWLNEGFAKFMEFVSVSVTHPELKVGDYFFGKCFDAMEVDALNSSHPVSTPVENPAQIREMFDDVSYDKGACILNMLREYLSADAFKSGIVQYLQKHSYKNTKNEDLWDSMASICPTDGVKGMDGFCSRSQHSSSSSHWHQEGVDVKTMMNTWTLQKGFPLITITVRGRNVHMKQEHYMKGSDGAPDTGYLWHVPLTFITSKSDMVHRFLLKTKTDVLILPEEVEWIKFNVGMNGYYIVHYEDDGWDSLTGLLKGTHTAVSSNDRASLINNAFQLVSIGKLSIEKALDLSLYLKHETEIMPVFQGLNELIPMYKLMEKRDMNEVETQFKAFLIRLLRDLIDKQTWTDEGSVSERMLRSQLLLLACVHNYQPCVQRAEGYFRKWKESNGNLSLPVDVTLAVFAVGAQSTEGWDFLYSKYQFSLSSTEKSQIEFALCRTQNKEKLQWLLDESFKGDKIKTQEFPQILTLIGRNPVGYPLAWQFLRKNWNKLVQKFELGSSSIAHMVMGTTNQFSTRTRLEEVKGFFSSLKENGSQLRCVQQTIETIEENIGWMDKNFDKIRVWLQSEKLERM
# FN deposition inh: inhibitors of fibronectin matrix deposition, primary screen, AH1F cells, Alexa488-fibronectin fluorescence, plate reader. 350,000 compounds, 0.086% hits. AID 743247, 2014. inhibition, % at 12.6 µM. AH1F fibroblasts, overnight;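 active = mean inhibition across replicates of 30% or more, regardless of how many single replicates reach that level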;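 also: positive control wells lacked labelled fibronectin entirely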
#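 Test system: AH1F fibroblast monolayer depositing Alexa488-labelled fibronectin into matrix. Input: 10000 cells per well. Technique: fluorescence, ex 485 nm, em 525 nm. Buffer or medium: DMEM plus 2% serum, read in PBS. Timing: 1 h cell adhesion before compound, then overnight fibronectin incubation. Compound: single dose, pinned. Read-out basis: inhibition from reduced deposited-fibronectin fluorescence.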
# PAX8 reporter: inhibitors of PAX8-driven TPO luciferase reporter, primary screen, RMG-I cells, single concentration; SteadyGlo, 24 h; inhibition, % at 12.6 µM; 360,000 compounds, 1.2% hits;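 active = mean replicate inhibition at least 60% with every replicate also reaching 60%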;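 also: luciferase light reporting Pax8 driven TPO promoter activity; plate controls were median of neutral control wells for no effect and mitoxantrone controls for full effect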
# PglD inh: C. jejuni PglD acetyltransferase inhibitors, primary screen, biochemical, DTNB colorimetric, single point; AID 602405, 2012; 360,000 compounds, 0.098% hits; UDP-N-acetylbacillosamine N-acetyltransferase PglD (Campylobacter jejuni); inhibition, % at 12.5 µM; purified PglD enzyme, DTNB colorimetric CoA detection; in the data active = inhibition above about 16%, passing the limit was not always enough; also: strong numbers were not always called active
# LGR2 inh: inhibitors of bursicon-induced LGR2 CRE-luciferase signal, primary screen, cell-based, HEK293, CRE-luciferase reporter, bursicon stimulation | bursicon-stimulated, 4 h | 380,000 compounds, 0.35% hits | AID 720647, 2013 | inhibition, % at 9.99 µM | Drosophila bursicon receptor LGR2 (rickets);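 active = drop in luminescence signal, shown as inhibition above about 50% in the replicate tests, limit read from the data, passing the limit was not always enough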;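 also: agonist challenge used bursicon conditioned medium at about half maximal strength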
# EWS-Fli inh: EWS/Fli-driven NR0B1 reporter inhibitors, primary screen, A673 cells, NR0B1 luciferase, luminescence, MLPCN library | AID 651661, 2012 | inhibition, % at 12.6 µM | 350,000 compounds, 0.67% hits | viability-normalised;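 active = mean inhibition of at least 50% after viability correction, with every replicate also passing that limit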;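 also: firefly luciferase signal divided by Alamar Blue viability fluorescence both relative to DMSO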
# S100A4 MyoIIA: inhibitors of S100A4-myosin IIA peptide binding, primary screen, biochemical, fluorescence polarization, TAMRA-MyoIIA peptide; Protein S100-A4 (Homo sapiens), P26447; 360,000 compounds, 0.14% hits; inhibition, % at 10.7 µM;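 active = mean inhibition of at least 70% across replicates, with every replicate also reaching that level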
# Target sequence (P26447 whole entry, looked up): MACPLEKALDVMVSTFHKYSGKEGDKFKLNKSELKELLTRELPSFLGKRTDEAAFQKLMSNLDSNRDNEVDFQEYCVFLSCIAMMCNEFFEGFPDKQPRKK
#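 Test system: S100A4 monomer protein; Medium: HEPES pH 7.2 with CaCl2, KCl, NaCl, DTT, Triton; Probe or stimulus: TAMRA-labelled myosin IIA heavy-chain peptide probe, 5 nM; Doses: one dose per compound; Times: polarization read 5 min after assay mix addition, stable 5–60 min; Benchmarks: neutral control DMSO, positive control TFP.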
# Active calls of the source: *; · = not tested or not shown; & = joins results of further samples.
SMILES,PGC1a acetyl inh,ERAP1 HTS inh,FN deposition inh,PAX8 reporter,PglD inh,LGR2 inh,EWS-Fli inh,S100A4 MyoIIA
O=C(Nc1cc(F)ccc1F)N1CCCCN2[C@H](CO)[C@H](c3ccc(C4=CCCCC4)cc3)[C@@H]2C1,-5,0,-3,-2,-1,7,-1,12
COc1ccc(S(=O)(=O)Nc2ccc3c(c2)C(=O)N([C@@H](C)CO)C[C@H](C)[C@H](CN(C)CC2CCCCC2)OCCCC[C@H](C)O3)cc1,8,·,·,-16,-1,1,11,·
COc1cc(CCC(=O)NNC(=O)c2ccc(C)cc2)cc(OC)c1OC,-2,·,5,-14,0,-2,0,0
COCCNc1nc2cc(-c3ccc(F)cc3)sc2c(=O)n1C,1,-1,·,-44,3,-33,-22,-4
CC(C)(C)c1cc(NC(=O)c2cccnc2)no1,11,·,5,·,-2,-30,·,·
Cc1noc(C)c1NC(=O)N(C)C[C@@H]1Oc2c(NC(=O)Nc3ccc4c(c3)OCO4)cccc2C(=O)N([C@H](C)CO)C[C@H]1C,0,-4,·,·,0,-2,-8,-2
Cc1ccc(NC(=O)CSc2nc3[nH]ncc3c(=O)[nH]2)cc1Cl,·,0,5,-23,·,4,3,1
CCN(CC)CCNC(=O)c1cn(CC)c2ccc(S(=O)(=O)N3CCc4ccccc4C3)cc2c1=O,·,-1,1,-9,13,4,9,2
O=C(C[C@@H]1C=C[C@H](NC(=O)c2cccnc2)[C@@H](CO)O1)NCc1ccncn1,0,-1,-5,2,·,9,·,-7
C[C@@H]1CN([C@H](C)CO)C(=O)Cc2cc(NC(=O)Cn3cnnn3)ccc2O[C@@H]1CN(C)Cc1ccc(Oc2ccccc2)cc1,8,1,4,-11,2,-14,-2,2
COc1ccc(NC(=O)c2ccccc2N(Cc2ccccc2)S(C)(=O)=O)cc1,6,-2,-1,22,-3,-19,9,0
O=C(OC1CSc2nc3ccccc3n2C1)c1ccco1 (centres undefined),-18,·,5,2,-1,·,·,·
O=C(NCc1cccs1)c1ccc(S(=O)(=O)N2CCCCC2)cc1,-8,2,·,21,·,6,5,-3
COc1ccc(CN(C)C[C@H]2OCCCC[C@H](C)Oc3ccc(NS(=O)(=O)c4ccc(F)cc4)cc3C(=O)N([C@H](C)CO)C[C@@H]2C)cc1,1,-1,2,0,-2,2,-16,10
COc1cccc(N2CC(NC(=O)c3cccc4ccccc34)CC2=O)c1 (centres undefined),3,-2,-2,-4,·,19,3,-5
Cc1ccc(S(=O)(=O)NC(=O)Nc2ccc(Cl)cn2)cc1,3,12,·,·,0,5,5,-2
C[C@@H]1CCCCO[C@@H](CN(C)Cc2ccncc2)[C@@H](C)CN([C@H](C)CO)C(=O)c2cc(NC(=O)CCCCCC(=O)Nc3ccccc3N)ccc2O1,9,2,·,1,·,-32,2,3
C[C@H](O)[C@@H]1C(=O)N2CCc3ccc(-c4cccc(F)c4)cc3[C@@H]2C[C@@H]1N(C)C(=O)Nc1ccccc1,3,-2,10,6,3,10,4,-5
CN(C)/C=C/C(=O)/C=C/c1ccc(Cl)cc1,10,0,3,-81,·,-31,-39,-5
CCOC(=O)c1ccc(N2C=C(C(=O)OC)C(c3ccc(OC)c(O)c3)C(C(=O)OC)=C2)cc1,·,-5,-3,11,-96,-10,-23,4
COC(=O)C(C)Sc1nc(N)c(NC(=O)c2ccco2)c(=O)[nH]1 (centres undefined),·,3,-10,-3,0,6,-1,7
C[C@@H]1CN([C@@H](C)CO)C(=O)c2cc(C#CCc3ccccc3)cnc2O[C@H]1CN(C)C(=O)Cc1cccnc1,-6,6,·,·,1,10,-9,0
COC1=CC(=O)C=C(OC)C1=O,-107,-2,-1,78*,0,-3,63*,2
CC(C)Oc1cccc(C(=O)Nc2ccc(N3CCN(C)CC3)cc2)c1,-11,-1,-7,-1,2,-19,-46,3
O=C(C[C@H]1C[C@@H]2c3cc(NC(=O)C4CCC4)ccc3O[C@@H]2[C@H](CO)O1)NCc1ccc(Cl)cc1,-3,-1,·,4,0,7,4,6
COc1ccc(NC(=O)C2CCN(S(C)(=O)=O)CC2)cc1,0,1,·,·,7,4,6,-2
OCCCNc1ncnc2c1ncn2[C@H]1CN(Cc2cccs2)C[C@@H](CO)O1,5,-6,18,-19,-5,-16,-4,1
C[C@@H]1CCCCO[C@@H](CN(C)C(=O)c2ccccc2)[C@H](C)CN([C@H](C)CO)C(=O)c2cc(NC(=O)Nc3ccccc3)ccc2O1,3,2,-11,18,-3,9,15,2
Cc1ccc(S(=O)(=O)N2CCOC2CNC(=O)C(=O)NCc2ccco2)cc1 (centres undefined),-2,-1,3,3,-1,-15,14,-1
COc1ccc(S(=O)(=O)N2CCCCN3[C@H](CO)[C@@H](c4ccc(C#CC5CC5)cc4)[C@H]3C2)cc1,4,-1,·,2,1,20,17,-11
Cc1ccc(S(=O)(=O)N(C)c2nc3ccccc3n3c(C(C)C)nnc23)cc1,-1,2,-4,16,1,-10,·,5
Cc1ccccc1OCC(=O)NC(=S)Nc1ccccc1N1CCN(S(C)(=O)=O)CC1,-4,-1,3,-28,5,9,·,-3
CN(NC(=O)/C=C/C(=O)O)c1ncc(C(F)(F)F)cc1Cl,3,3,·,-8,-5,14,-6,3
Cc1ccsc1-c1cc2nc(NCCCN(C)C)n(C)c(=O)c2s1,-23,4,-2,-35,-1,-111,-19,-7
CC1(C)OCC(C2CC(c3ccccc3)NS(=O)(=O)O2)O1 (centres undefined),1,1,0,-9,-2,-11,-1,-7
C[C@@H]1CN([C@H](C)CO)C(=O)c2cc(/C=C/c3ccccc3)cnc2O[C@H]1CN(C)C(=O)C1CCC1,-9,1,·,·,1,2,16,21
COc1ccc(C(=O)N2C[C@H]3[C@@H](c4ccccc42)[C@@H](CO)N3Cc2ccc3c(c2)OCO3)cc1,-7,-1,·,26,3,20,5,-9
Nc1c(Cl)ncnc1NCCO,·,0,6,-4,4,31,-1,-3
CCOC(=O)C(NCc1ccc(OC)cc1)(NC(C)=O)C(F)(F)F (centres undefined),·,-1,1,-12,-1,1,2,6
CCN1CCN(S(=O)(=O)c2ccc(Cl)c(C(=O)N(CC)Cc3ccccc3)c2)CC1,·,6,1,-1,-2,-4,-2,25
O=C1c2ccccc2NC(c2cccc(Cl)c2)N1N=C1CCCCCC1 (centres undefined),3,·,-8,-96,0,·,·,·
O=C(c1ccccc1)N1C[C@@H]2[C@H](c3ccccc31)[C@@H](CO)N2C(=O)CN1CCOCC1,9,4,·,-13,1,-17,-3,-4
O=C(C1=C[C@@H](C2CC2)C[C@@H](OCCCCO)O1)N1CCOCC1,12&6,0,10,8&-37,-1&6,4,-6&-1,0&0
Cc1c(/C=N/O)c2ccccn2c1C(=O)c1ccc(F)cc1,-17,-1,10,12,-8,5,-3,-7
COc1cc(NS(=O)(=O)c2ccc(NC(=O)/C(=C\c3ccccc3OC)NC(=O)c3ccccc3)cc2)nc(OC)n1,-2,0,·,·,-3,-19,10,1
Cc1cc(Cl)ccc1NC(=O)/C=N/O,·,-7,-5,23,·,2,7,-15
O=[N+]([O-])c1ccc(Nc2ccccc2O)c2nonc12,·,6,2,19,2,-49,3,4
COc1ccccc1-c1ccc2c(c1)[C@@H]1[C@@H](CCN1C(=O)c1ccncc1)[C@@H](CO)N2,2,0,6,·,·,-36,·,4
O=C(CNS(=O)(=O)Cc1ccccc1)NCc1ccccc1,4,4,3,7,9,28,-6,-2
CC(OC(=O)c1oc2ccccc2c1CSC1CCCCC1)C(=O)NC(N)=O (centres undefined),2,·,2,-11,1,5,·,·

# Next results follow:
SMILES,PGC1a acetyl inh,ERAP1 HTS inh,FN deposition inh,PAX8 reporter,PglD inh,LGR2 inh,EWS-Fli inh,S100A4 MyoIIA
COCCCNC(=O)C1CCCCN1S(=O)(=O)c1ccc(F)cc1 (centres undefined),11,·,-3,-5,1,·,·,·
COCC(=O)N(C)C[C@@H]1Oc2ncc(C#Cc3cccnc3)cc2C(=O)N([C@H](C)CO)C[C@@H]1C,8,3,-14,·,-3,-7,6,-15
O=C(CCc1nnc(C2(c3ccc(Cl)cc3)CCC2)o1)NCCCn1cccn1,-1,2,-2,-2,·,-4,-10,4
COc1ccccc1-c1ccccc1[C@H]1[C@@H](C#N)N(C(=O)C2CC2)[C@H]1CO,9,0,-6,-11,·,-12,14,6
O=C(CCC1COc2ccccc2O1)NC1CCCCC1 (centres undefined),0,·,1,·,-1,-17,·,·
C/C(N)=C(/C#N)C(=O)COC(=O)c1oc2ccccc2c1COC(C)C,·,3,·,19,0,12,-75,3
CCCNC(=O)c1c(O)c2c([nH]c1=O)CCCC2,-14,14,1,-59,-3,-40,-72,1
COc1ccc(C(=O)NC(=S)NNC(=O)c2ccncc2)cc1Br,-3,1,6,15,-4,-1,10,-3
C[C@@H]1CN([C@@H](C)CO)C(=O)c2cccc(NC(=O)Nc3cccc4ccccc34)c2O[C@@H]1CN(C)CC1CC1,-2,-2,·,8,-1,5,-3,19
N#Cc1cnn(-c2cccc(Cl)c2)c1-n1cccc1,-8,-2,4,5,·,·,8,-5
Cc1cccc2sc(NC(=O)c3ccc(Cl)s3)nc12,-9,·,-3,-79,-4,-57,-74,-4
O=C(Nc1cccc(Cl)c1Cl)c1ccccc1OCC(=O)N1CCOCC1,0,-1,15,19,-4,17,·,-1
S=C(Nc1ccc(Cl)cc1Cl)Nn1cnnc1,-9,17,-1,2,·,-11,5,7
C[C@@H]1CN([C@@H](C)CO)C(=O)c2cccc(NC(=O)c3nc4ccccc4s3)c2O[C@H]1CN(C)C(=O)Nc1ccccc1,-9,-6,·,5,3,0,5,6
CC(C)(C)c1ccc(C2C(C(=O)c3ccco3)=C(O)C(=O)N2CC2CCCO2)cc1 (centres undefined),·,-4,4,-7,-7,3,3,-19
COc1c(Br)cc([N+](=O)[O-])c(OC)c1C(=O)NC(=O)Nc1nc(C)cc(C)n1,-4,1,-4,-6,·,6,-3,-11
COC(=O)c1cc(OC)nc2ccc(Br)cc12,3,0,3,1,·,2,3,-8
O=C(COC(=O)c1ccc(O)cc1O)Nc1ccc2c(c1)OCCO2,6,5,1,-133,-2,-48,-64,-6
C[C@@H]1CN([C@@H](C)CO)C(=O)CCCn2cc(nn2)CO[C@H]1CN(C)C(=O)Nc1ccc(C(F)(F)F)cc1,2&7,-3&0&0,-4&9,-18&-10,2&2,-14&-9,-3&1&-2,2&-2&-10

# Filtered by structure: the compounds so far containing a nitro group on carbon (2)
SMILES,PGC1a acetyl inh,ERAP1 HTS inh,FN deposition inh,PAX8 reporter,PglD inh,LGR2 inh,EWS-Fli inh,S100A4 MyoIIA
O=[N+]([O-])c1ccc(Nc2ccccc2O)c2nonc12,·,6,2,19,2,-49,3,4
COc1c(Br)cc([N+](=O)[O-])c(OC)c1C(=O)NC(=O)Nc1nc(C)cc(C)n1,-4,1,-4,-6,·,6,-3,-11

# High-throughput results (PubChem BioAssay)
